Compound activity: PubChem BioAssay, several laboratories
ANO1 activ: mouse TMEM16A channel activation, primary screen; Q8BHY3; HEK293 TMEM16A/YFP-H148Q/I152L, iodide quench fluorescence; hits give low values; B-score at 10 µM; actives 0.3% (n = 340,000);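 active = fluorescence-ratio B-score plate-corrected deviation score at least 3 library SD below zero, with starting fluorescence score within 5 deviations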;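 note: channel opened by trigger with iodide after compound preincubation; score built on the fluorescence ratio of max minus min over baseline; more negative score means more quench and so TMEM16A activation or potentiation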
KCNQ1 act: potentiates or activates the human KCNQ1 potassium channel; P51787; CHO-K1 KCNQ1, thallium flux FluxOR fluorescence; hits give high values; B-score at 10 µM; actives 0.35% (n = 310,000);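 active = fluorescence ratio B-score, a plate-corrected score, at least three library SD, with initial intensity B-score within 5 SD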
Target sequence (P51787 whole entry, looked up): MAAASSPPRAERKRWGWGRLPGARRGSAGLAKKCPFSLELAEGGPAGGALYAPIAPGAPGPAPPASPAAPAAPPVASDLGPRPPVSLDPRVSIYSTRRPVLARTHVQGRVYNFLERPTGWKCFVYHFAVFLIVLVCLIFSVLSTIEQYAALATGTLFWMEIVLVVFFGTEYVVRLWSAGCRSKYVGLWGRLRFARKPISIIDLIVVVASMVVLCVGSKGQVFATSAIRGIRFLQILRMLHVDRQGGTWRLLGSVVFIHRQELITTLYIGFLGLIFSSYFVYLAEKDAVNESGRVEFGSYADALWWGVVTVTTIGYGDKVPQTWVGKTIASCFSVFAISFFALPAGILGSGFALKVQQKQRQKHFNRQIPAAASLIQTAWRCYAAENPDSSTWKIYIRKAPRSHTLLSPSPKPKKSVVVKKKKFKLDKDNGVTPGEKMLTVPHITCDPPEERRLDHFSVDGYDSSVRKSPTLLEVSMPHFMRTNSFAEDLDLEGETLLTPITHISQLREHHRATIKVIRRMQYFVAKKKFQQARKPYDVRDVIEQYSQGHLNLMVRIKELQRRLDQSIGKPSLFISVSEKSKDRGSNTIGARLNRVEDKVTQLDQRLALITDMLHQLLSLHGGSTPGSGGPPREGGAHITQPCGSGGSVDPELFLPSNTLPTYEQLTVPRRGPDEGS
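Material: CHO-K1 cells stably expressing KCNQ1. Medium: assay buffer for compound exposure, DMSO matched across wells. Reagent: K+/Tl+ depolarizing stimulus. Compound dosing: single-concentration screen. Times: 37 °C overnight plating, 90-min dark dye load, 20-min compound pretreatment. Technique: FluxOR Tl+ flux fluorescence.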
HDAC3 inhib: inhibitors of human histone deacetylase 3 | actives 0.15% (n = 320,000) | recombinant HDAC3, fluorogenic peptide/trypsin coupled, fluorescence | O15379 | inhibition, % at 8.3 µM; in the data active = inhibition above about 26%, passing the limit was not always enough; inconclusive = no clear call, values can overlap the other calls
RGS4 pot: RGS4 potentiation or activation; B-score at 10 µM; HEK293 M3R/inducible RGS4, carbachol calcium flux Fluo4; hits give low values; actives 0.92% (n = 310,000); AID 463111;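 active = B-score of the integrated calcium signal more than 4 SD below the library mean, with starting fluorescence not abnormally high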;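 note: negative B-score means reduced calcium response which marks RGS4 activation or potentiation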
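test system = HEK293 cells with stable M3R and inducible RGS4 | schedule = recording 10 s baseline at 1 Hz, 100 s post-agonist | technique = Fluo4-AM (2 µM) calcium-flux fluorescence, kinetic read | measure = Agonist-evoked peak-minus-minimum fluorescence over baseline, integrated ratio, B score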
RGS4 block: human RGS4 inhibition | P49798 | actives 0.45% (n = 310,000) | B-score at 10 µM | HEK293 M3R/RGS4 inducible, Fluo-4 calcium flux; hits give high values; triggered by carbachol at its EC20;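 active = B-score, a plate-corrected calcium signal, over three deviations above library mean, with baseline fluorescence within five deviations of library mean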;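 note: RGS4 expression induced by doxycycline in cells with stable M3 receptor; B-score is computed from the integrated fluorescence ratio over baseline after carbachol; higher B-score means a larger calcium signal and so more RGS4 inhibition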
Target sequence (P49798 whole entry, looked up): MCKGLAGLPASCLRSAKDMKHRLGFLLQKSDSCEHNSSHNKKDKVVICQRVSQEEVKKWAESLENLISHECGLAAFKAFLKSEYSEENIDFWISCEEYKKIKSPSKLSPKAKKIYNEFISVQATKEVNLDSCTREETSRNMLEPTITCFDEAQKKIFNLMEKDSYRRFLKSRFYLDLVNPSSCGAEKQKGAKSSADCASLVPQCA
ANO1 block: mouse TMEM16A channel inhibition, primary screen. normalized B-score (activity score, 25-100; higher = stronger inhibition) at 10 µM. actives 1.2% (n = 310,000). HEK293 TMEM16A/YFP iodide influx fluorescence, ionomycin;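 active = ratio plate-corrected score three or more library SD toward inhibition, starting fluorescence score within five deviations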;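 note: score derived from kinetic fluorescence span divided by baseline fluorescence per well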
hERG protect: compounds protecting human hERG from proarrhythmic drug block | Q12809 | CHO-hERG, FluxOR thallium flux, dofetilide IC70 present | activation (rescue from dofetilide block), less the hit threshold, % at 10 µM | actives 0.51% (n = 310,000);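 active = activation above the mean of controls blocked by dofetilide plus 5 SD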;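 note: thallium influx through hERG after potassium depolarization seen as dye fluorescence rise; in these data hits start at about 4.7%; inactives centre near -7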
KCNK9 block: blocks the human KCNK9 two-pore domain potassium channel; Q9NPC2; HEK293 KCNK9, FluxOR thallium flux fluorescence; hits give low values; B-score at 10 µM; actives 1.2% (n = 310,000); AID 488922;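 active = ratio B-score over 3 SD below the library mean, with starting fluorescence within 5 SD of its mean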;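 note: negative B-score means less thallium flux so channel inhibition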
KCNK3 inh: human KCNK3 channel inhibition, primary screen; O14649; CHO-KCNK3 thallium flux, FluxOR fluorescence; hits give low values; B-score at 10 µM; actives 0.84% (n = 340,000); AID 602410;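 active = B-score under library mean minus 4 SD, starting fluorescence ratio at most library mean plus 5 SD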;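 note: more negative B-score means stronger inhibition of thallium flux through KCNK3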
KCNQ1 block: inhibitors of human KCNQ1 potassium channel; B-score at 10 µM; actives 1.3% (n = 310,000); CHO-K1 KCNQ1, FluxOR thallium flux fluorescence; hits give high values; AID 2642;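 active = compounds whose thallium flux B-score, printed positive for inhibition, exceeds three library SD while starting fluorescence stays within three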;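 note: channel opened by potassium depolarization with thallium stimulus after 20 min compound exposure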
SKKanGAS inh: blocks kanamycin growth of S. pyogenes SKKanGAS strain. BacTiter-Glo, 6 h. inhibition, % at 7.5 µM. actives 1.3% (n = 300,000). AID 1662;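 active = mean replicate score, as percent of positive control median, at least 50; inconclusive = mean below 50 but one replicate at or above 50; inactive = mean and every replicate below 50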;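 note: strain carries kanamycin resistance gene driven by streptokinase promoter and grows in 40 µg/ml kanamycin; loss of luminescence reflects streptokinase promoter inhibition or plain growth inhibition; 0% = median of DMSO wells and 100% = positive control at its reference dose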
Starred values were filed as active, the others as inactive; i = inactive; ? = inconclusive; / = not tested or not shown.

SMILES	ANO1 activ	KCNQ1 act	HDAC3 inhib	RGS4 pot	RGS4 block	ANO1 block	hERG protect	KCNK9 block	KCNK3 inh	KCNQ1 block	SKKanGAS inh
CCNC(=O)c1ccc(NS(=O)(=O)c2ccccc2)cc1	i	i	1	i	i	i	-6	i	i	i	-4
COc1cc2[nH]c(=O)n(Cc3ccc(C(=O)NCCCN4CCC(C)CC4)cc3)c(=O)c2cc1OC	i	i	-2	i	i	i	-12	i	i	i	-4
CCCSc1n[nH]c(NC(C)=O)n1	i	i	7	i	i	i	-3	i	i	i	-2
CC(C)NC(=O)NC(=O)COC(=O)C1CCCN1C(=O)c1cccs1 (stereo not given)	i	i	-1	i	i	i	-8	i	i	i	-1
CCS(=O)(=O)N1CCC(NC(=O)C(Cc2cc(OC)ccc2OC)NC(C)=O)CC1 (stereo not given)	i	i	2	i	i	i	-16	i	i	i	2
Cn1c(SCC(=O)c2ccc(-c3ccccc3)cc2)nnc1-c1ccco1	i	i	8	i	i	i	-2	i	i	i	5
N#CC1=C(Nc2ccccc2)SC=C(c2ccccc2)N=C1N1CCOCC1	i	i	/	i	i	/	-17	i	i	i	-2
Cc1nc2sccn2c(=O)c1S(=O)(=O)Nc1ccc(N2CCOCC2)c(Cl)c1	i	i	-6	i	i	i	-9	i	i	i	-2
Cn1c(SCC(=O)NC(C)(C)C)nc(O)cc1=O	i	i	-4	i	i	i	-9	i	i	i	14
Cc1ccc(-c2cc([C@H]3[C@@H]4C=CCC[C@@]4(C)C(=O)N3Cc3ccccc3)ccc2F)cc1	i	i	10	i	i	i	-9	i	i	i	?
Cc1cccc(C)c1N(CC(=O)N1CCN(C)CC1)S(C)(=O)=O	i	i	-1	i	i	i	-8	i	i	i	-2
Oc1ccc(Oc2ncc(Cl)cc2Cl)cc1	i	i	4	i	i	i	-5	i	i	i	5
COc1ccc(-c2nn(-c3ccccc3)cc2C=O)cc1[N+](=O)[O-]	i	i	2	i	i	i	-8	i	i	i	-2
O=C(CSCc1ccc(Cl)cc1Cl)Nc1c[nH]c(=O)[nH]c1=O	i	i	-12	i	i	i	0	i	i	i	5
COc1ccc(C2C=C(c3ccccc3)Nc3ncnn32)cc1 (stereo not given)	i	i	-95	i	i	i	-2	i	i	i	2
COc1cc(/C=N/NC(=O)NC23CC4CC(CC(C4)C2)C3)ccc1OCC(N)=O	i	i	-7	-8.1*	i	i	-13	i	i	i	-3
CCOc1ccc(Cl)cc1S(=O)(=O)N1CCC(C(=O)NC2CC2)CC1	i	i	5	i	i	i	-3	i	i	i	3
CC1(C)OC(=O)N2CCc3ccccc3C21C (stereo not given)	i	i	-2	i	i	i	-5	i	i	i	6
C=CCCc1ccc(C#N)c(SCc2c(C(=O)OCC)c3cc(OC(C)=O)c(Br)cc3n2C)n1	i	i	/	i	i	i	-7	i	i	i	-9
COc1nc(Nc2cccc([N+](=O)[O-])c2)nc(OC)n1	i	i	1	i	i	i	-6	i	i	i	4
Oc1ccc(-c2nc3ccccc3s2)cc1	i	i	-81	i	i	i	-12	i	i	i	14
Cc1cccc(NC(=S)Nc2cccc(C(F)(F)F)c2)n1	i	i	-3	i	i	i	-4	i	i	i	17
O=C(Nc1ncn[nH]1)c1c(Cl)ccc(Cl)c1Cl	i	i	11	i	i	i	-6	i	i	i	1
O=S(=O)(Nc1ccc(Br)cn1)c1cccs1	i	i	4	i	i	i	-8	i	i	i	-10
CC/C(=N/NC(=O)c1ccccc1O)c1c(C)[nH]n(-c2ccccc2)c1=O	i	i	6	i	i	i	-22	i	i	i	95*
SMILES	ANO1 activ	KCNQ1 act	HDAC3 inhib	RGS4 pot	RGS4 block	ANO1 block	hERG protect	KCNK9 block	KCNK3 inh	KCNQ1 block	SKKanGAS inh
O=C(Nc1ccccc1C(=O)Nc1ccncc1)c1ccc([N+](=O)[O-])cc1	i	i	4	i	i	i	-5	i	i	i	1
Cc1nc(NC(=O)CN2CCCCC2)sc1C(=O)N(C)C	i	i	0	i	i	i	-20	i	i	i	1
Cc1ccccc1-n1nnnc1SCc1ncc(-c2ccccc2)o1	i	i	1	i	i	i	-13	i	-9.4*	i	19
OCCC1CN(Cc2cnc(-c3cccc4ccccc34)nc2)CCN1C1CCCCC1 (stereo not given)	i	i	-3	i	i	i	-17	i	i	i	-12
COc1ccc(CCNC(=O)CSCC(=O)Nc2ccccc2)cc1OC	i	i	-3	i	i	i	-6	i	i	i	3
Cn1c(=O)c2c(nc(CN3CCc4ccccc4C3)n2Cc2ccccc2F)n(C)c1=O	i	i	1	i	i	i	-5	i	i	i	1
CCCOc1ccc(Cn2c(=O)oc3ccc(C)cc32)cc1OC	i	i	-5	i	i	i	-2	i	i	i	3
O=C(Nc1ccccc1)N(CCCN1CCOCC1)Cc1cccs1	i	i	0	i	i	i	-8	i	i	i	-5
Cc1ccccc1NC(=S)NCc1ccco1	i	i	-2	i	i	i	-6	i	i	i	4
COc1cc2[nH]c(=O)n(Cc3ccc(C(=O)NCC4CCCO4)cc3)c(=O)c2cc1OC (stereo not given)	i	i	1	i	i	i	-9	i	i	i	0
C=CCn1c(Cc2csc(N)n2)nnc1SCC(=O)Nc1ccccc1C(F)(F)F	i	i	-5	i	i	i	-15	i	i	i	6
CC1C=CCC2C(=O)N(c3ccc(Cl)cc3O)C(=O)C12 (stereo not given)	i	i	-2	i	i	i	0	i	i	i	0
COC(=O)c1ccccc1NC(=O)c1cc2nc(C3CC3)cc(C(F)(F)F)n2n1	i	i	1	i	i	i	-12	i	i	i	-7
Cc1ccccc1-c1nnc(SCC#N)o1	i	i	-5	i	i	i	-11	i	i	i	-7
C/C(=N\NC(N)=O)c1ccccc1Cl	i	i	-3	i	i	i	-10	i	i	i	3
CC(C)=NNc1nc2c(c(=O)[nH]c(=O)n2C)n1CCCc1ccccc1	i	i	-6	i	i	i	-9	i	i	i	12
CN1C(=O)c2cccc3c(Cl)ccc(c23)C1=O	i	i	-12	i	i	i	-9	i	i	i	-2
O=C(c1ccccc1)c1ccc(N2CCCC2)cc1	i	i	1	i	i	i	-9	i	i	i	-2
CCN(C(=O)CN1C(=O)COc2ccc(S(=O)(=O)N3CCCCCC3)cc21)c1cccc(C)c1	i	i	-1	i	i	i	-11	-12*	-8.8*	i	0
COc1cc(C(=O)NCCCn2ccnc2)cc(OC)c1OC	i	i	4	i	i	i	-10	i	i	i	-10
Cc1ccc(-c2ccc(/C=N/NC(=S)Nc3ccccc3)o2)cc1[N+](=O)[O-]	i	i	-9	i	i	i	1	i	i	i	2
N#CC(c1nc2ccccc2nc1N1CCCC1)S(=O)(=O)c1ccccc1 (stereo not given)	i	i	-38	i	i	i	-19	i	i	i	16
O=C(Nc1cccc2ncccc12)c1ccccc1Cl	i	i	0	i	i	i	-2	i	i	i	2
CN1CCN(C(c2cccc(C(F)(F)F)c2)c2nnnn2C(C)(C)C)CC1 (stereo not given)	i	i	1	i	i	i	1	i	i	i	2
COc1cccc(C(=O)COC(=O)c2ccc(NC(=O)c3ccccc3)cc2)c1	i	i	-12	i	i	i	-7	i	i	i	24

A second format for 3 compounds above.
mol: O=C(Nc1cccc2ncccc12)c1ccccc1Cl
  ANO1 activ: i	KCNQ1 act: i	HDAC3 inhib: 0	RGS4 pot: i	RGS4 block: i	ANO1 block: i	hERG protect: -2	KCNK9 block: i	KCNK3 inh: i	KCNQ1 block: i	SKKanGAS inh: 2

mol: Cc1nc2sccn2c(=O)c1S(=O)(=O)Nc1ccc(N2CCOCC2)c(Cl)c1
  ANO1 activ: i	KCNQ1 act: i	HDAC3 inhib: -6	RGS4 pot: i	RGS4 block: i	ANO1 block: i	hERG protect: -9	KCNK9 block: i	KCNK3 inh: i	KCNQ1 block: i	SKKanGAS inh: -2

mol: Oc1ccc(Oc2ncc(Cl)cc2Cl)cc1
  ANO1 activ: i	KCNQ1 act: i	HDAC3 inhib: 4	RGS4 pot: i	RGS4 block: i	ANO1 block: i	hERG protect: -5	KCNK9 block: i	KCNK3 inh: i	KCNQ1 block: i	SKKanGAS inh: 5

The listing continues:
SMILES	ANO1 activ	KCNQ1 act	HDAC3 inhib	RGS4 pot	RGS4 block	ANO1 block	hERG protect	KCNK9 block	KCNK3 inh	KCNQ1 block	SKKanGAS inh
Cc1cc(Oc2ccccc2)nc(N)n1	i	i	-1	i	i	i	-6	i	i	i	-2
CCCCCn1c(=O)[nH]c2cc(C(=O)N3CCN(CC)CC3)ccc2c1=O	i	i	8	i	i	i	-9	i	i	i	2
COc1ccc(C(=O)/C=C/Nc2cc(C)on2)cc1	i	i	7	i	i	i	-8	i	i	i	0
Cc1noc(C)c1-c1nc(CSc2ccc(Cl)cc2)no1	i	i	5	i	i	i	-5	i	i	i	3
Cc1ccccc1NC(=O)COc1ccccc1C	i	i	-7	i	i	i	1	i	i	i	-5
Cn1c(Cn2c(=O)sc3ccccc32)nnc1SCC(=O)Nc1ccccc1F	i	i	-2	i	i	i	-5	i	i	i	-4
Cc1ccc(-n2cc(CN(C)Cc3nccn3C)c(-c3cccc(C)c3)n2)cc1	i	i	0	i	i	i	-16	i	i	i	-14
CCOC(=O)c1cc(C#N)c(Oc2ccccc2)nc1-c1ccccc1	i	i	-2	i	i	i	-3	i	i	7*	14
CCN1CCN(CCNC(=O)c2ccc3c(c2)N(Cc2ccc(F)cc2)C(=O)/C(=C/c2ccccc2)S3)CC1	i	i	11	i	i	i	-28	i	i	10*	22
C=CCN1C(=O)S/C(=C\c2ccc(N3CCOCC3)cc2C)C1=O	i	i	0	i	i	i	-10	i	i	i	-3
Fc1ccc2[nH]c3c(N4CCc5ccccc5C4)ncnc3c2c1	/	i	/	i	i	i	-18	i	/	i	21
COC(=O)C(C)NC(=O)C12CC3CC(C1)CC(c1ccc(C)cc1)(C3)C2 (stereo not given)	i	i	2	i	i	i	-4	i	i	i	1
O=C(c1ccccc1F)N1CCN(c2ncccn2)CC1	i	i	-4	i	i	i	-4	i	i	i	2
COc1cccc2cc(CC(=O)c3ccc(C)c(C)c3)c(=O)oc12	i	i	0	i	i	i	-1	i	i	i	3
CCN(CC(=O)NC1CCS(=O)(=O)C1)S(=O)(=O)c1cc(Br)ccc1Br (stereo not given)	i	i	7	i	i	i	-10	i	i	i	-7
COc1ccc(C(=O)NNC(=S)NC(=O)C(C)(C)C)cc1	i	i	-6	i	i	25*	-12	i	i	i	68*
